tim23-1 inh – inhibits growth of tim23-1 mutant yeast; S. cerevisiae tim23-1 growth, BacTiter-Glo luminescence, 24 h; inhibition, % at 20 µM; 330,000 compounds, 1.3% hits; AID 463212;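 active = growth inhibition of the mutant yeast at or above 50%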;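 also: temperature-sensitive mutant grown at 25 °C; plate controls were DMSO-treated mutant yeast for no effect and medium wells lacking yeast for full effect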
APJ ag – APJ receptor agonism | P35414 | 330,000 compounds, 0.11% hits | activation, % at 20 µM | CHO-K1 APJ PathHunter beta-arrestin, luminescence; 0% DMSO wells, 100% apelin;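 active = activation more than six SD over the plate average, tested at 20 µM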;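 also: 0% = DMSO alone and 100% = apelin-13 at 10 nM; some results filed as inactive read as strong as hits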
Target sequence (P35414 whole entry, looked up): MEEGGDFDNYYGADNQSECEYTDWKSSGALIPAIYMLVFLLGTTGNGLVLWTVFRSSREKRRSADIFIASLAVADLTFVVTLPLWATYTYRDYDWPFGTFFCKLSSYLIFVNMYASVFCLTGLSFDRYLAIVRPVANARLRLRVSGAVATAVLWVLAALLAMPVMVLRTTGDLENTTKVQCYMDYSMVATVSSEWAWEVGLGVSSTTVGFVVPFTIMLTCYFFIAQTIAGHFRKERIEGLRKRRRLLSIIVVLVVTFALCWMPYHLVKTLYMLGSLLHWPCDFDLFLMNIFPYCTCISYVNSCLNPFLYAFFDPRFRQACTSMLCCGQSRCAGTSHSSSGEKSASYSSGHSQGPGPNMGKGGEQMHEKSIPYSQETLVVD
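Assay system – PathHunter CHO-K1 APJ (AGTRL-1) beta-arrestin reporter cells · Compound – one dose, 20 µM compound, 1% DMSO · Timing – compound 90 min 25 °C, reagent 1 h · Measured by – luminescence from split beta-galactosidase complementation, Galacton Star/Emerald II substrate · Measure – beta-arrestin recruitment to APJ as agonist activity, luminescent signal · Benchmarks – DMSO vs Apelin-13 10 nM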
EBI2 antag – antagonists of human EBI2 receptor; P32249; EBI2 beta-arrestin recruitment, luminescence, 7a,25-OHC stimulated; inhibition, % at 5 µM; 360,000 compounds, 0.81% hits; AID 651636; in the data active = inhibition above about 38%;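 also: enzyme fragment complementation signal reports receptor beta-arrestin coupling in cells; 0% = agonist plus DMSO wells and 100% = wells without agonist; some results beyond the cut were filed as inactive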
Mdm2 MdmX PPI – disrupts the human Mdm2-MdmX interaction; O15151+Q00987; SaOS-2 split-luciferase Mdm2/MdmX complementation, luminescence; inhibition, % at 8 µM; 330,000 compounds, 3% hits;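 active = inhibition of at least 50% at 8 µM in the primary screen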
APJ antagonist – APJ receptor antagonism; P35414; CHO-K1 APJ beta-arrestin complementation, luminescence; inhibition, % at 20 µM; 330,000 compounds, 0.32% hits; AID 2521;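 active = inhibition above about 40% at 20 µM, limit read from the data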;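 also: cells challenged with 10 nM apelin-13 agonist together with compound; plate controls were apelin-13 plus DMSO wells for no effect and DMSO wells lacking apelin-13 for full effect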
CXCR6 block – inhibitors of human CXCR6 receptor; O00574; CHO-K1 PathHunter CXCR6 beta-arrestin, luminescence; inhibition, % at 20 µM; 360,000 compounds, 0.36% hits; in the data active = inhibition above about 34%, passing the limit was not always enough;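 also: antagonist mode with CXCL16 agonist at 10 nM final; 0% = 10 nM CXCL16 with DMSO and 100% = unstimulated wells without agonist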
Target sequence (O00574 whole entry, looked up): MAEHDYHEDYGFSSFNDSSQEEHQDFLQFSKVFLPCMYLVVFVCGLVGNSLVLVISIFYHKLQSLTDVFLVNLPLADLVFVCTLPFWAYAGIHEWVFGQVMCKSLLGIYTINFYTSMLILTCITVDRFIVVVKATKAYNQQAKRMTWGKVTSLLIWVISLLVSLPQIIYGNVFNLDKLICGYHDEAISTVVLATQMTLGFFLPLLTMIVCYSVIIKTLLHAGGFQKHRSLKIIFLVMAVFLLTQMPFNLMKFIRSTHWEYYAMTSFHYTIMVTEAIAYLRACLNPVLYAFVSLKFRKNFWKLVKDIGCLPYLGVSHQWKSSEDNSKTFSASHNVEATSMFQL
UPR CHOP act – apoptotic UPR (CHOP) activation. activation, % at 10 µM. AID 449763. 330,000 compounds, 0.34% hits. CHO-CHOP luciferase reporter, luminescence; percent of tunicamycin response over DMSO baseline;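 active = at 10 µM dose, activation of 40% or more, normalized to positive control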;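 also: 100% = tunicamycin at 10 µg/mL and 0% = DMSO alone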
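Dosing – one dose, 10 µM in 0.5% DMSO · System – CHO-CHOP cells, stable luciferase reporter of PERK-eIF2a-CHOP signalling · Input – 500 cells/well · Control set – tunicamycin 10 µg/mL final as positive, DMSO-only wells as negative · Timing – 6 h compound treatment, 37 °C · Measure – % activation vs tunicamycin · Technique – luminescence read with Steady-Glo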
CCR6 antag – blocks CCL20-driven beta-arrestin recruitment at human CCR6. CHO-K1 CCR6 PathHunter beta-arrestin, luminescence, CCL20-stimulated. inhibition, % at 20 µM. 340,000 compounds, 0.49% hits. AID 493098;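 active = compounds whose inhibition of the agonist-driven luminescence signal at 20 µM reaches about 50%, limit read from the data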;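 also: cells stimulated with CCL20 at 14 nM final; plate controls were DMSO with CCL20 for no effect and DMSO without agonist for full effect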
Target sequence (P51684 whole entry, looked up): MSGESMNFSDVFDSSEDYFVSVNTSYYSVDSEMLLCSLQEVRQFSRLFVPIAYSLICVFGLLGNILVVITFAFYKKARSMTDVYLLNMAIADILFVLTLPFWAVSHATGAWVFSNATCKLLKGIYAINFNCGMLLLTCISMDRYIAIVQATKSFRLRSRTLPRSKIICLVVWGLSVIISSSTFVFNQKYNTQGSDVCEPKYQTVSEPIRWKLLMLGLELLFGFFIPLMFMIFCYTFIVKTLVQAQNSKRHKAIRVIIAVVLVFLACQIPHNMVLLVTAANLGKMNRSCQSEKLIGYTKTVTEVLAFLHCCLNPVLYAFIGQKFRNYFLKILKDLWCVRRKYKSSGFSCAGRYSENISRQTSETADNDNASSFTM
UPR XBP1 act – activators of adaptive arm of unfolded protein response (XBP1). activation, % at 20 µM. 330,000 compounds, 0.33% hits. CHO-XBP1 luciferase reporter, IRE1-XBP1 UPR activation, luminescence; percent of tunicamycin response, DMSO as zero. AID 463104;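 active = versus positive control, 20 µM dose yields 30% or more activation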;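 also: 100% = tunicamycin at 10 µg/mL and 0% = DMSO only wells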
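incubation = overnight seeding at 37 °C, 6 h compound treatment at 37 °C | assay system = CHO-XBP1 cells stably carrying IRE1-XBP1-driven luciferase reporter | input = 1000 cells per well | detection = luciferase luminescence | dosing = single point, 20 µM final compound, 1% DMSO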
An asterisk follows results filed as active; x = not tested or not shown; & = joins results of further samples.

SMILES | tim23-1 inh | APJ ag | EBI2 antag | Mdm2 MdmX PPI | APJ antagonist | CXCR6 block | UPR CHOP act | CCR6 antag | UPR XBP1 act
CC(=Nc1c(C)n(C)n(-c2ccccc2)c1=O)c1c(O)n(Cc2ccccc2)c(=O)[nH]c1=O | 6 | -3 | -3 | 16 | 12 | 9 | -0.3 | -4 | 2
CCN(CC)P(=O)(NC(=O)C(Cl)(Cl)Cl)N(CC)CC.[Cl-].[Cl-].[Cl-].[Nd+3] | -10 | -1 | -12&-1 | 2 | -1 | -8&2 | -1.2 | 0&-9 | -1
C#CCNc1ccncc1S(=O)(=O)NC(=O)NC(C)C | 3 | -5 | 5 | 11 | 6 | 3 | -1.3 | -3 | -2
O=C(c1ccc2c(c1)ncn2C1CCCCCC1)N1CCC2(CC1)OCCO2 | 13 | -1 | -2 | 22 | -9 | -6 | -1.0 | 5 | -6
CCNC(=S)N1CCn2cccc2C1c1cccnc1 (configuration not stated) | -10 | 0 | -4 | 8 | 4 | 3 | -0.1 | 1 | 0
COC(=O)NC(=C(Cl)Cl)P(=O)(c1ccccc1)c1ccccc1 | 8 | -4 | -12 | 21 | 12 | 0 | 0.4 | 8 | -1
COC(=O)C1=C(c2c(C)noc2C)C[C@@H]2CC[C@H]1N2C(=O)NCCOc1ccc(OC)cc1 | -10 | 1 | -6 | -3 | 6 | 2 | 2.0 | 2 | -2
CCC(=O)N1N=C2C3CCN(CC3)C2C1c1ccc(C)cc1 (configuration not stated) | 0 | -3 | -7 | 5 | 4 | -4 | 0.9 | 0 | -2
OC[C@@H](O)CCl | -10 | -4 | x | 10 | 11 | x | 0.6 | x | -8
COc1cc2nc(CN3CC=C(c4ccccc4)CC3)[nH]c(=O)c2cc1OC | 23 | -2 | -8 | 79* | -1 | -1 | -2.1 | 13 | -2
COc1cccc(-c2nc3ccc(N4CCN(C)CC4)cc3[nH]2)c1 | -29 | -4 | 8 | 8 | -20 | -1 | -6.4 | 1 | -6
CCOC(=O)C1=C(N)Oc2cc(C)oc(=O)c2C12C(=O)N1c3c(cccc32)C(C)=CC1(C)C (configuration not stated) | 42 | -4 | -2 | -12 | 9 | 1 | -0.7 | 3 | 1
Cc1nn(Cc2ccc(Cl)cc2Cl)c(Cl)c1C(=O)Nc1ccc(OC(F)F)cc1 | -8 | 0 | 12 | 33 | -7 | -2 | -2.6 | -6 | -4
CC(C)CCN1CCN(Cc2c(F)cccc2Cl)CC1CCO (configuration not stated) | 3 | -4 | 16 | 21 | 13 | -7 | -2.0 | -2 | 0
CC(=NCc1ccc2c(c1)OCO2)c1c(O)n(-c2ccccc2)c(=O)[nH]c1=O | 9 | -1 | 10 | 15 | 15 | -2 | -0.5 | 13 | -3
COP(=O)(Cc1ccc(C#N)o1)OC | -2 | -2 | -5 | 1 | -9 | -6 | -1.9 | 2 | 1
OC(c1ccncc1)(c1ccc(F)cc1)c1ccc(F)cc1 | 18 | -2 | 7 | -12 | -3 | 4 | 0.1 | 2 | 1
C=CCn1c(O)c(/C=C/C=Nc2ccccc2)c(=O)[nH]c1=O | -1 | 4 | -9 | -6 | 4 | 7 | 2.7 | 0 | 0
CC/C(=N\Nc1cccc2ccccc12)c1c(O)[nH]c(=O)[nH]c1=O | 15 | 3 | -14 | 15 | 1 | -1 | 0.6 | 7 | 4
CCCCn1c(=O)c(C(=O)Nc2ccccc2)c(O)c2ccccc21 | -13 | 1 | -3 | 4 | -31 | -8 | -1.2 | -18 | 2
CCOc1cc(C2C(C#N)=C(N)Oc3c2c(=O)oc2ccccc32)ccc1OC(=O)c1cccs1 (configuration not stated) | 16 | -1 | -4 | 23 | -1 | 6 | 2.1 | 1 | 1
O=C(c1ccccc1[N+](=O)[O-])N1CCC2(CC1)OCCO2 | 8 | -2 | -9 | -3 | 5 | -6 | -0.5 | -6 | 0
Cc1ccn2nc(S(=O)(=O)Nc3c(F)cccc3F)nc2n1 | 3 | 0 | -6 | -2 | -7 | 6 | 0.2 | 9 | -3
CCN1CCN(Cc2ccc(C)cc2)CC1 | -6 | -1 | -9 | -1 | 3 | -3 | -2.2 | -8 | -2
C[C@]12CCC3C(CC[C@H]4C[C@@H](O)CC[C@]34C)C1C/C(=N/O)[C@@H]2O (some centres not stated) | 29 | -2 | -5 | 23 | 5 | -4 | 0.6 | 2 | -1
SMILES | tim23-1 inh | APJ ag | EBI2 antag | Mdm2 MdmX PPI | APJ antagonist | CXCR6 block | UPR CHOP act | CCR6 antag | UPR XBP1 act
OC(Cn1c2ccccc2c2ccccc21)C[n+]1ccccc1 (configuration not stated) | -1 | -3 | -4 | -31 | 12 | 5 | 0.4 | -5 | -1
COc1ccc(CCC(=O)NCCc2cnc[nH]2)cc1 | 4 | -5 | -1 | 21 | -4 | 1 | 3.0 | -5 | -3
COc1ccc(S(=O)(=O)N2CCOCC2)cc1NC(=O)COC(=O)Cc1ccccc1 | 2 | -4 | 0 | -17 | 4 | 0 | -1.2 | 11 | 0
COc1cccc(N2C(=O)NC(=O)/C(=C\c3cn(C)c4ccccc34)C2=O)c1 | 12 | -1 | 8 | 8 | 21 | -1 | 1.4 | 16 | -3
COc1ccccc1OCC(=O)N1CCN(Cc2ccc3c(c2)OCO3)CC1 | -2 | 0 | 0 | 7 | 11 | -1 | -1.2 | 4 | 1
COc1ccc2[nH]cc(CCN(C)C)c2c1 | 0 | -6 | 1 | 17 | -4 | 12 | -0.4 | -7 | -7
O=C(O)C(Cc1cnc[nH]1)NS(=O)(=O)c1ccc(Br)cc1 (configuration not stated) | 9 | 2 | 0 | -16 | -14 | -2 | 1.5 | 11 | 0
Oc1ccc(C2=CCNCC2)cc1O | -2 | 6 | -18 | 4 | -71 | 2 | 1.5 | 2 | -2
CN1CCN(Cc2cc(=O)n3ccsc3n2)CC1 | -9 | 0 | 14 | 9 | 12 | -5 | 2.0 | -7 | -1
Cc1onc(-c2ccccc2)c1C(=O)N1CCC2(CC1)OCCO2 | 20 | -3 | -6 | -26 | 11 | 8 | -0.5 | -1 | -2
CC(C)(C)P(=O)(NCc1ccccc1)c1ccccc1 (configuration not stated) | 9 | 0 | -3 | -15 | -18 | 2 | 0.3 | 6 | 2
CCC(C)n1c(O)c(/C=N/Nc2nc3c(c(=O)n(C)c(=O)n3C)n2C)c(=O)[nH]c1=S (configuration not stated) | 1 | 3 | 2 | 31 | -7 | 0 | -0.3 | 5 | -3
C=CCn1c(O)c(C(C)=NCc2ccco2)c(=O)[nH]c1=O | 12 | 0 | 2 | 8 | 23 | -3 | 0.3 | 3 | 0
CC(C)OC(=O)C1C(=O)NC2(C)CC1c1ccccc1O2 (configuration not stated) | -2 | -1 | 1 | 3 | -8 | 6 | 2.3 | 2 | 1
O=C1N(CN2CCOCC2)c2ccccc2C1(O)c1c[nH]c2ccccc12 (configuration not stated) | -4 | 4 | -1 | 16 | -5 | -9 | 1.1 | -11 | -3
NNC(=O)CN1C(=O)CN=C(c2ccccc2)c2cc(Br)ccc21 | 9 | -1 | -4 | 11 | -16 | 0 | 0.0 | -5 | -1
Cc1ccc(N=C(/N=C(\N)N[N+](=O)[O-])Nc2ccc(C)cc2)cc1 | 20 | -1 | 1 | -6 | -12 | -1 | -0.4 | -33 | 2
CCCC/C(C)=C/[C@@H](NP(=O)(c1ccccc1)c1ccccc1)c1ccccc1 | 35 | -7 | 16 | 36 | -28 | 27 | -2.8 | 26 | -1
ClCCOCCCl | 1 | -4 | 2 | 4 | 13 | -1 | 3.0 | 0 | -1
CC/C(=C\C=C\[C@@H]1C=C[C@@H]2CCC[C@H]2[C@@H]1C(=O)c1ccc[nH]1)[C@@H]1O[C@@H]([C@@H](C)C(=O)O)CC[C@@H]1C | 21 | 2 | x | 84* | -6 | x | 17 | -22 | 6
COc1ccc(Cc2nccc3cc(OC)c(OC)cc23)cc1OC | 15 | 24 | -11 | 24 | -34 | -8 | 12 | -17 | -1
N#CCCn1cc(C(=O)Nc2ccccc2Cl)c(-c2ccc([N+](=O)[O-])cc2)n1 | 1 | -3 | 0 | 27 | -6 | 1 | 1.3 | 4 | -1
COC(=O)C1=C(c2ccc(OC)c(OC)c2)C[C@@H]2CC[C@H]1N2C(=O)NCC1CC1 | 9 | -4 | -1 | 12 | -1 | 1 | 1.7 | -4 | 0
Cc1cc(C)c(C2=NOC(O)(C(F)(F)F)C2)c(=O)[nH]1 (configuration not stated) | 4 | -1 | -7 | 1 | -7 | -8 | 0.5 | 7 | -1
O=C(Nc1ccc(Cl)c(Cl)c1)c1ccco1 | 44 | -3 | -3 | -40 | 3 | -8 | 3.9 | -6 | 2
SMILES | tim23-1 inh | APJ ag | EBI2 antag | Mdm2 MdmX PPI | APJ antagonist | CXCR6 block | UPR CHOP act | CCR6 antag | UPR XBP1 act
c1coc(CNCCc2c[nH]c3ccccc23)c1 | 11 | -4 | 3 | 22 | -24 | 12 | 1.1 | -4 | -1
CCN(CC)CCCNC(=O)c1c(O)c2ccccc2n(Cc2ccccc2)c1=O | -80 | 0 | -8 | 27 | 13 | 17 | -0.9 | 46 | 0
COC(=O)C1=C(c2ccc(OC(F)(F)F)cc2)C[C@@H]2CC[C@H]1N2C(=O)NC1Cc2ccccc2C1 | 38 | -5 | 12 | 7 | -1 | 8 | -0.2 | 4 | -2
CC(C)CC12CN3CCN(CC(C3)C1O)C2 (configuration not stated) | 14 | -3 | 6 | -4 | -16 | 6 | -0.8 | -6 | -5
COc1ccc(Cn2c(N)c(C(=O)NCc3ccco3)c3nc4ccccc4nc32)cc1OC | 14 | -2 | 4 | 27 | 37 | 25 | 5.2 | 44 | 16
NCCc1nc2ccccc2s1 | -1 | -2 | 3 | -1 | 5 | -3 | 1.5 | 2 | -3
CCOc1cccc(N2C(=O)CC(=O)NC2=O)c1 | 11 | -1 | 3 | 18 | 15 | 8 | 1.0 | 0 | -2
CCN(CC)S(=O)(=O)c1ccc(NN=C(C#N)C#N)cc1 | 10 | -4 | 8 | -2 | 9 | 1 | 5.5 | 39 | 0
CC(C)c1onc(C(=O)N2CCC3(CC2)OCCO3)c1[N+](=O)[O-] | 7 | 2 | -6 | 11 | -6 | -3 | 3.5 | -7 | -1
N=C1c2ccccc2CN1NC(=O)c1ccccc1 | -5 | -2 | -2 | -6 | 9 | 5 | 1.0 | 13 | 0

Reformatted: 2 of the compounds above.
| molecule | tim23-1 inh | APJ ag | EBI2 antag | Mdm2 MdmX PPI | APJ antagonist | CXCR6 block | UPR CHOP act | CCR6 antag | UPR XBP1 act |
| --- | --- | --- | --- | --- | --- | --- | --- | --- | --- |
| c1coc(CNCCc2c[nH]c3ccccc23)c1 | 11 | -4 | 3 | 22 | -24 | 12 | 1.1 | -4 | -1 |
| CCN(CC)CCCNC(=O)c1c(O)c2ccccc2n(Cc2ccccc2)c1=O | -80 | 0 | -8 | 27 | 13 | 17 | -0.9 | 46 | 0 |

Assay outcomes deposited in PubChem by Sanford-Burnham Center for Chemical Genomics.

These rows are one share of the data; count on the stated rates, not on these rows.
